KCNH2 3.1 inh: qHTS for Inhibitors of KCHN2 3.1: Mutant qHTS | U2OS KCNH2 3.1, thallium flux FluxOr; hits give low values | activity change, % (tested at about 1.8 µM) | actives 0.95% (n = 340,000) | AID 720553, 2013;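 active means maximum activity change below -70%; inconclusive means maximum activity change from -70% to -50%; inactive means maximum activity change above -50%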;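 further: thallium influx rate constant from kinetic fluorescence after stimulation buffer; on the % scale 0 is the no-effect control and ±100 the full control effect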
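We transduce U2OS cells with the mutant 3.1 virus, culture them overnight, load FluxOr with Red40 quencher for 45 min, then add stimulation buffer and read kinetically for 2 min to derive a normalized rate constant.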
ELG1 DNA repair: qHTS screen for small molecules that inhibit ELG1-dependent DNA repair in human embryonic kidney (HEK293T) cells expressing luciferase-tagged ELG1; actives 2.3% (n = 330,000); Potency, µM (titrated, usually from 46.1 µM), inactives show at the top dose activity change, negative = inhibition, most hits filed as inhibitors; HEK293T ELG1-luciferase reporter, luminescence, 16 h; DNA damage induced by 5-fluorouridine; further: potency means the concentration at half of the fitted maximal effect; on the % scale 0 is the no-effect control and ±100 the full control effect; nearly all actives have a fitted effect of over 55% in size
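Step one: seed 2,000 cells per well. Step two: pin-transfer compound or DMSO alongside 5-fluorouridine. Step three: incubate 16 hr, 37 °C, 5% CO2. Step four: add ONE-Glo, wait 30 min, read luminescence.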
Eya2 inh: qHTS Assay for Inhibitors of the Phosphatase Activity of Eya2; recombinant Eya2, OMFP fluorescence dephosphorylation (OMFP is methylfluorescein phosphate); Potency, µM (titrated, usually from 76.9 µM), without a hit: top-dose activity, negative = inhibition, most hits filed as inhibitors; actives 0.006% (n = 330,000); further: potency means the concentration at half of the fitted maximal effect; on the % scale 0 is the no-effect control and ±100 the full control effect
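Eya2 protein (added as 0.2 uM solution) was preincubated with compound for 10 min at ambient temperature in 50 mM HEPES pH 7.5, 50 mM NaCl, 5 uM MgCl2, 0.05% BSA, 1 mM DTT. OMFP (added at 50 uM) then reacted 10 min; fluorescence read at 485/525 nm.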
TSHR antag: Antagonists of the Thyroid Stimulating Hormone Receptor: HTS campaign | Thyrotropin receptor (Homo sapiens), P16473 | TSHR-expressing cells, TSH-stimulated cAMP HTRF, 2 h; hits give low values | activity change, negative = inhibition, % at 11.5 µM | actives 0.2% (n = 330,000);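 active means activity change below a set negative limit, meaning inhibition stronger than a set level, cut at about -70% in these data; inconclusive means activity change between two set negative limits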; further: on the % scale 0 is the no-effect control and ±100 the full control effect
Target sequence (P16473 whole entry, looked up): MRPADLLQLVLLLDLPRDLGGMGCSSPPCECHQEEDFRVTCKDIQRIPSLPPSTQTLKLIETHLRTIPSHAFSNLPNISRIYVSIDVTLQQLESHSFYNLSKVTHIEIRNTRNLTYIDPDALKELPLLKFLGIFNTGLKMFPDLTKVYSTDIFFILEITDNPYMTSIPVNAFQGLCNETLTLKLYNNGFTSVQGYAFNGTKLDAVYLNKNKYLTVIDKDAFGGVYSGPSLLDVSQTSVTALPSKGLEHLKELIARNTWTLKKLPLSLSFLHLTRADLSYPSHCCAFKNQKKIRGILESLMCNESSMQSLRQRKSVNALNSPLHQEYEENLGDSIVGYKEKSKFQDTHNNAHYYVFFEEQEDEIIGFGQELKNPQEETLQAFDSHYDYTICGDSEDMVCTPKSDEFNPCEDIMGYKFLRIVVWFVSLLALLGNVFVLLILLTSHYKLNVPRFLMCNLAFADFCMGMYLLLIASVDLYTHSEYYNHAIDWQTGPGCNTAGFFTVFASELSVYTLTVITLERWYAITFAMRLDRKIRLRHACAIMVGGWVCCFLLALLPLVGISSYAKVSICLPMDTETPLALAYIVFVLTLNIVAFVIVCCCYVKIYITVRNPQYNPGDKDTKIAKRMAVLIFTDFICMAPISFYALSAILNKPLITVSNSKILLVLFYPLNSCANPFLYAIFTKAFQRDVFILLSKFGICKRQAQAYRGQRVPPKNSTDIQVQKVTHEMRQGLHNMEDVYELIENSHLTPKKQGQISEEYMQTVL
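TSHR-expressing cells were treated with compounds, then stimulated with TSH at EC80 (4nM final) for 2 hours at 37 deg C. Cellular cAMP was measured by HTRF competition between lysate cAMP and cAMP-d2 for a cryptate-labelled anti-cAMP antibody.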
TCR act: Activators of T cell receptors: qHTS campaign; primary human leukocytes, anti-CD3, IL-2 HTRF, 48 h; Potency, µM (doses to about 9.22 µM), without a hit: top-dose activation of IL-2 secretion, hits mostly activators; 330,000 tested, under 10 active; AID 504894, 2011; further: % of control where 0% means no effect
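HTRF read-out of IL-2 secretion: europium cryptate donor excited at 320nm, d2 acceptor emission at 665nm. Cells were primary human leukocytes incubated 48 hr with compounds and a-CD3 beads, supplying TCR signal only.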
Mito fusion act: qHTS Assay for Small Molecule Inhibitors of Mitochondrial Division or Activators of Mitochondrial Fusion | S. cerevisiae fusion-defective mutant growth rescue, CellTiterGlo 48 h | Potency, µM (doses to about 46.1 µM), inactives show at the highest dose growth rescue (activation), actives largely listed as activators | actives 0.23% (n = 320,000) | AID 485298, 2010;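 further: potency means the concentration at half of the fitted maximal effect; % of control where 0% means no effect; nearly all actives have a fitted effect of over 45% in size; temperature-sensitive fusion mutants such as fzo1-1 at 37 °C on non-fermentable ethanol glycerol medium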
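S. cerevisiae fusion-defective temperature-sensitive mutants (e.g. fzo1-1, mgm1-5) grown 48 h at 37C in YPEG (ethanol/glycerol non-fermentable) medium with 23 nl compound per well; growth rescue read as CellTiterGlo luminescence.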
TRPV1 agonist: HTS Assay for Compounds that Act as Agonists of the Vanilloid Receptor 1. AID 540275, 2011. TRPV1-expressing cells, Fluo-8 calcium influx, agonist mode. activation, % at 8.33 µM. actives 0.19% (n = 320,000); in the data active means activation above about 80%; inconclusive means between about 30% and that limit; further: 0% is about no effect
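TRPV1-expressing cells were cultured overnight at 35.5C and loaded with Fluo-8 calcium dye for 40 to 90 min at room temperature. After a 10 s baseline, compound was added and calcium influx was read kinetically for 3 min (ex 480/em 520 nm).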
USP2a block: qHTS Assay for Inhibitors of Ubiquitin-specific Protease USP2a Using CHOP2 as the Reporter. Ubiquitin carboxyl-terminal hydrolase 2 (Homo sapiens), O75604. USP2 core, Ub-CHOP2 coupled fluorogenic reporter, 485/531. Potency, µM (doses to about 38.3 µM), without a hit: top-dose activity change, negative = inhibition, actives largely listed as inhibitors. actives 0.01% (n = 330,000). AID 463254, 2010;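 further: potency means the concentration at half of the fitted maximal effect; plate controls were DMSO wells for no effect and full inhibition by NEM control for full effect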
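USP2 core (10nM final) preincubated 30min RT with compound in 20mM Tris-HCl pH 8.0, 2mM CaCl2, 2mM beta-mercaptoethanol, 0.05% CHAPS; 25nM Ub-CHOP2 plus 25nM reporter substrate added, fluorescence (Ex485/Em531) read after 60min.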
hERG WT inh: qHTS for Inhibitors of KCHN2 3.1: Wildtype qHTS | actives 0.37% (n = 340,000) | activity change, % at 1.84 µM | U2OS, BacMam KCNH2, thallium flux FluxOr; hits give low values | Voltage-gated inwardly rectifying potassium channel KCNH2 (Homo sapiens), Q12809;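 active means maximum activity change below -70%; inconclusive means maximum activity change between -70% and -50%; inactive means maximum activity change above -50%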; further: on the % scale 0 is the no-effect control and ±100 the full control effect
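U2OS cells transduced with wild-type KCNH2 virus are loaded with FluxOr dye for 45 min, and thallium flux is measured in kinetic reads before and after stimulation buffer. Rate constants are normalized to DMSO controls.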
A-T KAP1 phos: qHTS Assay for Identifying a Potential Treatment of Ataxia-Telangiectasia. […] A-T fibroblasts, KAP-1 phosphorylation AlphaLISA; neocarzinostatin DNA damage 30 min before lysis. Potency, µM (top dose mostly 57.5 µM), inactives show at the highest dose activation, actives largely listed as activators. actives 0.19% (n = 320,000); further: potency means the concentration at half of the fitted maximal effect; % of control where 0% means no effect; nearly all actives have a fitted effect of over 45% in size
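ATM-like activity read as KAP-1 phosphorylation via AlphaLISA donor/acceptor antibody pairs after lysis and 6 hr at 25C. Cells were ATM-null patient fibroblasts ([…], hTERT), dosed 60 min, then exposed to the DSB inducer NCS for 30 min.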
* hit, by the source's call; ? = inconclusive; . = no result given; [ ] = another dose, or the depositor's remark. Unless noted, the call rests on the fitted dose curve; in most records, active means well fitted curve in the direction sought with a large enough effect; inconclusive means small, poorly fitted or top-dose-only effect, or another doubt; inactive means no such curve, though single readings can be large; an effect the other way counts as inactive or inconclusive.

SMILES | KCNH2 3.1 inh | ELG1 DNA repair | Eya2 inh | TSHR antag | TCR act | Mito fusion act | TRPV1 agonist | USP2a block | hERG WT inh | A-T KAP1 phos
COc1cccc(N2CCN(S(=O)(=O)c3c(C)[nH]c(C)c3C(=O)N3CCCCC3)CC2)c1 | 42 | -9% | -10% | 2 | 2% | -5% | -2 | 3% | 2 | -5%
COC(=O)c1nnn(-c2nonc2N)c1COc1ccc(C=O)cc1OC | 21 | 7% | 10% | -10 | 0% | 1% | 6 | 2% | -23 | 1%
CCc1nc2sc3c(c2c(=O)n1N)CCC3 | -1 | 15% | 5% | -6 | 2% | 3% | -8 | 2% | -15 | 2%
O=C(Nc1ccccc1)Nc1ccc(F)c([N+](=O)[O-])c1 | . | -11% | 4% | -14 | -2%[46.1 µM] | -5% | ? | -1% | -26 | -5%
O=C(COc1ccc2c3c(c(=O)oc2c1)CCC3)NCC(O)c1ccccc1 (centres undefined) | 8 | 7% | -15% | 1 | -8% | -13% | 1 | 0% | -2 | 1%
CCNC(=S)NNC(=O)c1cc(-c2ccc(OCC)cc2)nc2ccccc12 | 12 | . | 3% | -1 | 2% | -19% | 0 | -22% | 8 | 6%
COc1ccccc1NC(=O)COc1ccc(Br)cc1CNC1CCCC1 | -20 | -16% | 0% | 1 | 1% | -1% | 13 | 9% | 48 | 3%
CSCCC(NC(N)=O)C(=O)N(C)CC(=O)Nc1cc(C)ccc1C (centres undefined) | 17 | 7% | 16% | 9 | -6% | -1% | -1 | 3% | 3 | -7%
COc1cccc(C(=O)OCc2cc(=O)oc3c(C)c(C)ccc23)c1OC | 1 | ? | 0% | 2 | -4% | 12% | ? | 4% | -24 | 1%
CN(C)c1nnnn1-c1ccc(Cl)cc1 | 2 | 7% | 15% | 1 | 2% | -1% | -1 | -1% | -2 | -6%
CCCCN(C)C(=O)c1ccc2c(c1)N(CC)C(=O)c1ccccc1S2(=O)=O | 1 | 0% | -24% | 0 | -3% | 2% | -3 | -1% | -8 | 11%
Cc1cccc(NC(=O)C(C)SCc2nc3sc4c(c3c(=O)[nH]2)CCCC4)n1 (centres undefined) | 29 | -1% | -33% | -2 | 10% | 1% | 0 | 0% | -2 | 6%
COc1ccc(NC2SC(=O)N(CC(=O)O)C2=O)cc1 (centres undefined) | -7 | -3% | 11% | 10 | 2% | 1% | 3 | -1% | -6 | -1%
CS(=O)(=O)N(CC(=O)N1CCN(c2ccc(F)cc2)CC1)c1ccc(F)c(Cl)c1 | -4 | 6% | 15% | 9 | -1% | -2% | 1 | -2% | 32 | 2%
O=C(CC(Nc1ccccc1Cl)C(=O)OCC(=O)c1cccs1)c1ccccc1 (centres undefined) | . | ? | -5% | -8 | 2% | 0% | 4 | -2% | -1 | -3%
CC(=O)c1cccc(N(CC(=O)Nc2ccc(S(=O)(=O)N3CCCC3)cc2)S(C)(=O)=O)c1 | 9 | -2% | -22% | 3 | -2% | -4% | 1 | 2% | 9 | 16%
COc1ccc(NC(=O)C/C(C)=N/NC(=O)c2cnccn2)c(OC)c1 | 2 | 16% | 5% | 9 | 2% | 4% | -1 | 0% | 14 | 11%
Cc1cc(C)cc(NC(=O)C(NCC2CCCO2)c2ccccc2)c1 (centres undefined) | 9 | -4% | 0% | 8 | 0%[46.1 µM] | 3% | -1 | -2% | 9 | .
COc1ccc([C@H]2CC(=O)C=C(/C=C/Cc3ccccc3)C2)cc1 | -4 | -5% | 8% | -1 | 5% | -3% | 17 | 1% | -7 | ?
O=C1CC(CC(=O)N/N=C/c2ccccc2[N+](=O)[O-])=NN1 | -4 | 6% | 7% | 19 | -5% | -2% | -3 | 0% | -4 | 10%
CN(C)CCN(C(=O)c1ccc2c(c1)OCCO2)c1nc2ccc(Cl)cc2s1 | -13 | ? | 22% | 8 | 5% | 3% | 0 | 9% | 26 | -3%
c1ccc2c(c1)nnn2-c1ncnc2sc3c(c12)CCCC3 | -11 | 8% | -8% | 10 | . | 4% | 6 | -8% | 6 | 14%
CC(C)(C)Nc1nc(OCC(F)(F)F)nc(OCC(F)(F)F)n1 | -1 | 6% | 2% | -4 | 2% | -2% | 16 | -1% | -7 | -3%
OCCNc1nc(Nc2cccc(O)c2)nc2ccccc12 | -13 | ? | -8% | -4 | -9% | -2% | 3 | 8% | -1 | 10%
CCn1c(N2CCN(C(=S)NCC(C)C)CC2)nc2ccccc21 | -20 | ? | -24% | -10 | 3% | -3% | -4 | 0% | 3 | -3%
Cn1c(NC(=O)c2ccc(F)cc2)c(-c2ccccn2)c(=O)c2ccccc21 | ? | ? | 5% | 12 | -3% | 2% | -5 | 6% | 9 | 1%
COC(C[C@@H](O)[C@@H](C)[C@@H](O)COCc1ccccc1)OC | 3 | 9% | 10% | -4 | -4% | 14% | 1 | -4% | 11 | -6%
O=C(c1cc(-c2ccccc2)nc2ccccc12)N1CCN(C2CCS(=O)(=O)C2)CC1 (centres undefined) | -16 | 6% | -2% | -6 | -11% | -8% | 0 | -1% | 19 | -8%
CC(C)(C)NC(=O)c1c(F)c(F)c(F)c(F)c1F | -17 | 15% | 5% | 11 | 3%[46.1 µM] | -2% | 2 | 3% | -3 | -13%
C=CCNc1nc(NCCO)nc(N2CCCC2)n1 | -11 | 6% | 8% | 4 | -1% | -18% | -1 | 0% | 6 | -7%
COc1ccc(C(CNC(=O)c2ccco2)N2CCOCC2)cc1 (centres undefined) | 10 | ? | -7% | 0 | 8% | -8% | 14 | -1% | -7 | 1%
COc1ccc(OC)c2sc(N3CCN(C(=O)c4ccc5ncsc5c4)CC3)nc12 | 1 | ? | -2% | -4 | -2% | 2% | 15 | 1% | -3 | 3%
CCOC(=O)c1cc(C#N)c(N2CCN(c3ccc(OC)cc3)CC2)[nH]c1=O | -4 | -3% | 8% | -21 | 7% | -1% | -3 | 2% | -9 | 0%
CCC(C)NC(=O)C(Sc1ccccc1)c1ccccc1 (centres undefined) | -28 | 0% | 2% | 12 | 2% | 21% | -3 | 3% | -17 | 7%
O=C(NC(=S)Nc1ccc(CN2CCCCC2)cc1)c1ccco1 | -14 | ? | -5% | 17 | -3% | -4% | 2 | -12% | 10 | 6%
CC(=O)c1c(N2CCOCC2)nc2ccc(Br)cc2c1-c1ccccc1 | 1 | -12% | 8% | -16 | -2% | 1% | 24 | -1% | 2 | 2%
Cc1nn(CCC#N)c(NC(=O)c2ccc(Cl)cc2Cl)c1P(=O)(Nc1ccc([N+](=O)[O-])cc1)N1CCOCC1 (centres undefined) | -11 | -7% | 13% | 0 | 2% | -3% | -2 | 4% | 5 | -3%
CC(NC(=O)CCNS(=O)(=O)c1ccc2c(c1)c(=O)n(C)c(=O)n2C)c1ccccc1 (centres undefined) | 3 | -9% | 4% | 1 | -3% | -1% | 0 | 3% | 0 | -1%
CNC(=O)COc1coc(CN2CCN(Cc3ccccc3)CC2)cc1=O | 10 | -15% | 12% | -11 | -4% | 1% | -2 | -1% | 7 | 8%
CN1CCN(c2ccccc2NC(=O)COc2ccc(Cl)cc2)CC1 | . | -5% | 5% | 8 | -2% | -3% | 11 | 0% | 35 | 1%
O=C(CCS(=O)(=O)c1cccc2nonc12)N1CC(=O)N(CCc2ccccc2)C(=O)C1 | -5 | 16% | -13% | -2 | . | -1% | 1 | -2% | -5 | -6%
O=C(NCC1CC1)c1ccc2c3n(nc2c1)-c1ccccc1CO3 | 4 | ? | -3% | -7 | -1% | 0% | 23 | 9% | -7 | 10%

Profiles from above. Values in the order: KCNH2 3.1 inh | ELG1 DNA repair | Eya2 inh | TSHR antag | TCR act | Mito fusion act | TRPV1 agonist | USP2a block | hERG WT inh | A-T KAP1 phos
COc1ccc(OC)c2sc(N3CCN(C(=O)c4ccc5ncsc5c4)CC3)nc12 across the screens: 1 | ? | -2% | -4 | -2% | 2% | 15 | 1% | -3 | 3%
Cc1nn(CCC#N)c(NC(=O)c2ccc(Cl)cc2Cl)c1P(=O)(Nc1ccc([N+](=O)[O-])cc1)N1CCOCC1 (centres undefined) across the screens: -11 | -7% | 13% | 0 | 2% | -3% | -2 | 4% | 5 | -3%
COc1ccc(C(CNC(=O)c2ccco2)N2CCOCC2)cc1 (centres undefined) across the screens: 10 | ? | -7% | 0 | 8% | -8% | 14 | -1% | -7 | 1%

An excerpt, so the mix of outcomes need not match the whole.
